KCNK3 inh: human KCNK3 channel inhibitors, primary screen, CHO cells, FluxOR thallium flux, B-score. AID 602410, 2012. hit rate 0.84% among 340,000. FluxOR fluorescence; stronger effect = lower value. B-score at 10 µM;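 active = B-score under library mean minus 4 SD, starting fluorescence ratio at most library mean plus 5 SD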;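 note: more negative B-score means stronger inhibition of thallium flux through KCNK3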
DYRK1A inh: rat Dyrk1A kinase inhibitors, primary screen, biochemical, single point, plate reader. Dual specificity tyrosine-phosphorylation-regulated kinase 1A (Rattus norvegicus), Q63470. ADP-Glo luminescence, NFATc1 peptide. inhibition, % at 12.5 µM. hit rate 0.43% among 310,000; in the data active = inhibition above about 50%;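 note: plate controls were vehicle with enzyme for no effect and no enzyme for full effect; many of its hits are not listed in these tables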
KCNQ1 act: potentiators or activators of KCNQ1 channel, primary screen, cell-based, thallium flux, high-throughput; Potassium voltage-gated channel subfamily KQT member 1 (Homo sapiens), P51787; B-score at 10 µM; hit rate 0.35% among 310,000; CHO-K1 KCNQ1, thallium flux FluxOR fluorescence; stronger effect = higher value;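 active = fluorescence ratio B-score, a plate-corrected score, at least three library SD, with initial intensity B-score within 5 SD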
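Assay system: stable KCNQ1 CHO-K1 line; medium: assay buffer, equal DMSO in all wells; timing: 90 min dye loading and 20 min compound exposure, both at room temperature; technique: kinetic FluxOR thallium fluorescence, 10-s 1-Hz baseline, 110-s post-stimulus read; read-out basis: B score of baseline-normalized fluorescence ratio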
HDAC3 inh: HDAC3 deacetylase inhibitors, primary screen, biochemical, fluorescence, cell-free homogeneous; Histone deacetylase 3 (Homo sapiens), O15379; recombinant HDAC3, fluorogenic peptide/trypsin coupled; inhibition, % at 8.3 µM; hit rate 0.15% among 320,000; in the data active = inhibition above about 26%, passing the limit was not always enough
TRPC4 potent: positive allosteric modulators of TRPC4, primary screen, cell-based, mouse TRPC4beta, HEK293 mu-opioid, Fluo-4 calcium | DAMGO EC20, Fluo-4 Ca2+ flux; stronger effect = higher value | B-score at 10 µM | hit rate 0.42% among 310,000 | AID 2227, 2009;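 active = B-score of calcium response area above 5 SD of library B-scores, with initial fluorescence ratio within 5 SD of library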;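 note: B-score of integrated fluorescence ratio over time as area under calcium response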
Target sequence (Q9QUQ5 whole entry, looked up): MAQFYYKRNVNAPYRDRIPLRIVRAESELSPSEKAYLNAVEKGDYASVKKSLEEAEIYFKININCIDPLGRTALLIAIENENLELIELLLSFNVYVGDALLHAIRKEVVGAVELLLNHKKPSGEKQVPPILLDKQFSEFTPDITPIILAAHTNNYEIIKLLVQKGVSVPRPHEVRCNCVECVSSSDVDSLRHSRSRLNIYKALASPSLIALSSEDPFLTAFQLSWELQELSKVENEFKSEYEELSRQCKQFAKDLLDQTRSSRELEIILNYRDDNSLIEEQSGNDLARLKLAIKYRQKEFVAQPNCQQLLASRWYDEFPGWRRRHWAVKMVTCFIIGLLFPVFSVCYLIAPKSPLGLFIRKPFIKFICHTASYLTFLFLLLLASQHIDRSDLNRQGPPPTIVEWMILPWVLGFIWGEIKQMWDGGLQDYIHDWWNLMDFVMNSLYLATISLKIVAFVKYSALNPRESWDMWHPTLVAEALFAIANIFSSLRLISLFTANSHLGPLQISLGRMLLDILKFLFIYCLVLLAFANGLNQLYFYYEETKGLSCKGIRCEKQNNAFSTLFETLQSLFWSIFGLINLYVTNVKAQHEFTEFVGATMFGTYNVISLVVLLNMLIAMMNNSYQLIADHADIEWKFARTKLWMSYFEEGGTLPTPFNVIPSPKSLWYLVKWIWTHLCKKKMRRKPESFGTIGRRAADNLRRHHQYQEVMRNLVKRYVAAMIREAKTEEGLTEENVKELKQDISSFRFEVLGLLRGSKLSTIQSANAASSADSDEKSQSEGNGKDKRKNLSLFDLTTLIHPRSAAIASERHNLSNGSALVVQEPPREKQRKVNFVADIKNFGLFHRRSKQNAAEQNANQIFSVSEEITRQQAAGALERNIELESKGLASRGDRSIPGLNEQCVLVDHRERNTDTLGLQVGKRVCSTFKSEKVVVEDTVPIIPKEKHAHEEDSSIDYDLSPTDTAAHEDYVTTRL
KCNQ1 block: inhibitors of human KCNQ1 channel, primary screen, cell-based, thallium flux, high-throughput; Potassium voltage-gated channel subfamily KQT member 1 (Homo sapiens), P51787; hit rate 1.3% among 310,000; B-score at 10 µM; CHO-K1 KCNQ1, FluxOR thallium flux fluorescence; stronger effect = higher value;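 active = compounds whose thallium flux B-score, printed positive for inhibition, exceeds three library SD while starting fluorescence stays within three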;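 note: channel opened by potassium depolarization with thallium stimulus after 20 min compound exposure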
TRPC4 agonist: activators of mouse TRPC4 channel, primary screen, Fluo4 calcium, HEK293 TRPC4beta/mu-opioid cells; Short transient receptor potential channel 4 (Mus musculus), Q9QUQ5; hit rate 0.49% among 310,000; Fluo4 calcium fluorescence; stronger effect = higher value; B-score at 10 µM; AID 2237, 2010;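 active = B-score above 5 SD of library B-scores, and initial fluorescence ratio not above library mean plus 5 SD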;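 note: positive B-score marks a calcium rise read as TRPC4 activation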
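Test system: HEK293 cells stably co-expressing mouse TRPC4beta and mu-opioid receptor | Schedule: Fluo4 dye loading 45 min at room temperature, 110 s recording | Measured by: Kinetic Fluo4 calcium fluorescence, 5 s baseline at 1 Hz | Evaluation: B score of integrated ratio | Controls: Buffer (low) and maximal DAMGO (high)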
ANO1 activ: TMEM16A chloride channel activators or potentiators, primary screen, cell-based, HTS; HEK293 TMEM16A/YFP-H148Q/I152L, iodide quench fluorescence; stronger effect = lower value; Anoctamin-1 (Mus musculus), Q8BHY3; hit rate 0.3% among 340,000; B-score at 10 µM;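 active = fluorescence-ratio B-score plate-corrected deviation score at least 3 library SD below zero, with starting fluorescence score within 5 deviations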;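 note: channel opened by trigger with iodide after compound preincubation; score built on the fluorescence ratio of max minus min over baseline; more negative score means more quench and so TMEM16A activation or potentiation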
ANO1 block: TMEM16A chloride channel inhibitors, primary screen, cell-based, HTS | Anoctamin-1 (Mus musculus), Q8BHY3 | HEK293 TMEM16A/YFP iodide influx fluorescence, ionomycin | normalized B-score (activity score, 25-100; higher = stronger inhibition) at 10 µM | hit rate 1.2% among 310,000 | AID 588511, 2011;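 active = ratio plate-corrected score three or more library SD toward inhibition, starting fluorescence score within five deviations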;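 note: score derived from kinetic fluorescence span divided by baseline fluorescence per well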
hERG protect: hERG rescue from dofetilide block, primary screen, cell-based, CHO-hERG, FluxOR thallium flux, dofetilide IC70. activation (rescue from dofetilide block), less the hit threshold, % at 10 µM. Voltage-gated inwardly rectifying potassium channel KCNH2 (Homo sapiens), Q12809. hit rate 0.51% among 310,000. dofetilide IC70 present;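 active = activation above the mean of controls blocked by dofetilide plus 5 SD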;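 note: thallium influx through hERG after potassium depolarization seen as dye fluorescence rise; in these data hits start at about 4.7%; inactives centre near -7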
KCNK9 inh: KCNK9 potassium channel inhibitors, primary screen, HEK293 cells, thallium flux; hit rate 1.2% among 310,000; B-score at 10 µM; AID 488922, 2010; Potassium channel subfamily K member 9 (Homo sapiens), Q9NPC2; FluxOR thallium flux fluorescence; stronger effect = lower value;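 active = ratio B-score over 3 SD below the library mean, with starting fluorescence within 5 SD of its mean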;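 note: negative B-score means less thallium flux so channel inhibition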
Numbers without * were called inactive; i = inactive; · = no result given. Only part of the results is shown; count on the stated rates, not on these rows.

SMILES	KCNK3 inh	DYRK1A inh	KCNQ1 act	HDAC3 inh	TRPC4 potent	KCNQ1 block	TRPC4 agonist	ANO1 activ	ANO1 block	hERG protect	KCNK9 inh
CCOC(=O)c1sc(NC(=O)C2CCCCC2)nc1C	i	13	i	2	i	i	i	i	i	-8	i
COc1cc(OC)cc(C(=O)Nn2cc(C(=O)Nc3ccccc3F)c3ccccc3c2=O)c1	i	-1	i	11	i	i	i	i	i	-13	i
O=C(c1ccc2c(c1)OCO2)N1CCc2ccccc2C1	i	-4	i	-4	i	i	i	i	i	-9	i
COCCCn1c(SCC(=O)N2CCCC(C)C2)nnc1-c1ccco1 (stereo not given)	i	2	i	3	i	i	i	i	i	0	i
O=C(O)c1cc([N+](=O)[O-])ccc1C(=O)Nc1cccc([N+](=O)[O-])c1	i	11	i	5	i	i	i	i	i	-4	i
O=C(Cn1nc(Cc2cccnc2)c2ccccc2c1=O)NCCCN1CCCC1=O	i	-2	i	0	i	i	i	i	i	-6	i
CC(C)(O)C#CC#CCN1CCOCC1	i	-3	i	2	i	i	i	i	i	-9	i
CCCCCCCOc1ccc(OC(=O)c2ccncc2)cc1	i	-2	i	-3	i	i	i	i	i	-4	i
Cc1ccc(CNC(=O)Cc2cn(C)c3ccccc23)cc1	i	-5	i	-5	i	i	i	i	i	-5	i
O=C(NCc1ccccc1)C1CCC(=O)N(CCN2CCOCC2)C1 (stereo not given)	i	5	i	-6	i	i	i	i	i	-6	i
CCN(CC)C(=O)Cn1cc(S(=O)(=O)CC(=O)NCc2ccc3c(c2)OCO3)c2ccccc21	i	·	i	-3	i	i	i	i	i	0	i
COCCn1cc(C(=O)N2CCCC(C)C2)c2c3ccccc3n(C)c2c1=O (stereo not given)	i	1	i	-17	i	i	i	i	i	-8	i
O=C(CSc1nc2[nH]ncc2c(=O)n1-c1ccc(Cl)c(Cl)c1)NCc1ccccc1Cl	-12*	-4	i	2	i	i	i	i	i	-19	-8.2*
COc1cc(C(=S)N(C)C)ccc1O	i	-2	i	4	i	i	i	i	i	-3	i
CCOC(=O)CC1C(=O)NCCN1c1nc2ccc(C)cn2c(=O)c1/C=C1\SC(=S)N(C(C)CC)C1=O (stereo not given)	·	·	i	15	i	i	62*	·	i	-29	i
Cc1cc(C)c2cc(C(c3nnnn3C3CCCC3)N3CCOCC3)c(=O)[nH]c2c1 (stereo not given)	i	-8	i	9	i	i	i	i	i	-5	i
O=c1c2ccccc2ncn1Cc1nc2ccccc2s1	i	-5	i	2	i	i	i	i	i	-4	i
Cc1ccc2oc(=O)c3cc(C(=O)NCCCN4C(C)CCCC4C)sc3c2c1 (stereo not given)	i	22	i	-2	i	i	i	i	i	-10	i
COC(=O)c1ccc(C23CC4(C2)[C@H](CN(CC2CCCCC2)[C@@H]4c2ccccc2)C3c2ccc(Cl)nc2)cc1 (stereo not given in full)	i	1	i	-1	i	i	i	i	i	-9	i
O=C(NCCO)c1c(O)c2cccc3c2n(c1=O)CC3	i	5	i	4	i	i	i	i	i	-7	i
CN(Cc1ccccc1)C(=O)CN(c1ccccc1Cl)S(C)(=O)=O	i	-14	i	-6	i	i	i	i	i	-6	i
COc1ccc(NS(=O)(=O)c2ccc3ccccc3c2)c2ncccc12	i	-5	11*	3	i	i	i	i	i	5.7*	i
COc1cc(NC(=S)NN2CCN(C)CC2)cc(OC)c1	i	-3	i	-1	i	i	i	i	i	-6	i
CC(OC(=O)C1CCCC1)C(=O)Nc1ccc(S(N)(=O)=O)cc1 (stereo not given)	i	·	i	-1	i	i	i	i	i	-9	i

2 entries picked at random from those above:
SMILES	KCNK3 inh	DYRK1A inh	KCNQ1 act	HDAC3 inh	TRPC4 potent	KCNQ1 block	TRPC4 agonist	ANO1 activ	ANO1 block	hERG protect	KCNK9 inh
COC(=O)c1ccc(C23CC4(C2)[C@H](CN(CC2CCCCC2)[C@@H]4c2ccccc2)C3c2ccc(Cl)nc2)cc1 (stereo not given in full)	i	1	i	-1	i	i	i	i	i	-9	i
O=C(NCCO)c1c(O)c2cccc3c2n(c1=O)CC3	i	5	i	4	i	i	i	i	i	-7	i

Following part
SMILES	KCNK3 inh	DYRK1A inh	KCNQ1 act	HDAC3 inh	TRPC4 potent	KCNQ1 block	TRPC4 agonist	ANO1 activ	ANO1 block	hERG protect	KCNK9 inh
CCOc1ccc(-n2nnc3c(=O)n(CC(=O)Nc4cc(C)on4)cnc32)cc1	i	2	i	5	i	i	i	i	i	-11	i
O=C(c1cc(C2CC2)on1)N1CCN(c2ccccc2)CC1	i	7	i	2	i	i	i	i	i	-8	i
COc1ccc(NC(=O)COc2ncnc3ccccc23)cc1S(=O)(=O)N1CCOCC1	i	·	i	-2	i	i	i	i	i	-7	i
Cn1c(=O)c(=O)n(C)c2cc(S(=O)(=O)N3CCC(N4CCCCC4)CC3)ccc21	i	-1	i	-2	i	i	i	i	i	-9	i
C=CCOc1ccc(CN(C)Cc2nc3cc(C(F)(F)F)ccc3c(=O)[nH]2)cc1	i	·	i	15	15*	i	i	i	i	-16	i
CC1CC(C)CN(S(=O)(=O)c2ccc(Cl)cc2)C1 (stereo not given)	i	-5	i	-13	i	i	i	i	i	-10	i
CCNc1nn2ccccc2c1/C=C(\C#N)C(=O)OCC	i	·	i	2	i	i	i	i	i	-1	i
CC(=O)Nc1cccc(NC(=O)CSc2nnnn2Cc2ccccc2)c1	i	-4	i	-1	i	i	i	·	i	-1	i
COC(=O)c1[nH]c2ccccc2c1NC(=O)C(C)N1CCOCC1 (stereo not given)	i	·	i	2	i	i	i	i	i	-11	i
CCS(=O)(=O)n1nc(-c2ccc(C)cc2)nc1N	i	2	i	-1	i	i	i	i	i	-3	i
OCCNCCO	i	0	i	1	i	i	i	i	i	-6	i
Cn1cc(CN(CCO)Cc2cccs2)c(-c2ccccc2F)n1	i	-3	i	4	i	i	i	i	i	-4	i
CN(C)CCNC(=O)c1ccc(CS(=O)(=O)c2ccc(Br)cc2)o1	i	15	i	1	i	i	i	i	i	-1	i
CCOC(=O)c1nn(-c2ccc3c(c2)CCN3C(C)=O)cc1O	i	-2	i	-158	i	i	i	i	i	-1	i
Cn1c(/C(C#N)=C(\O)c2ccc([N+](=O)[O-])s2)nc2ccccc21	i	-1	i	6	i	i	i	i	i	-6	i
CCOc1ccc(-c2n[nH]c(C(=O)NN)c2C)cc1	i	2	i	4	i	i	i	i	i	-5	i
O=C(Nc1ccccc1C(=O)N1CCCCC1)c1ccco1	i	8	i	3	i	i	i	i	i	-8	i
COc1ccc2[nH]c(C(=O)N3CCC(Cc4ccccc4)CC3)cc2c1	i	-2	i	-4	i	i	i	i	i	-3	i
Cc1nc(N2CCN(Cc3ccccc3)CC2)nc2c1CCC2	i	0	i	-1	i	i	i	i	i	-1	i
Cc1nc(Nc2ccc(Cl)cc2)c2nnn(Cc3ccccc3)c2n1	i	1	i	-9	i	i	i	i	i	-4	i
CC(C)Oc1cccc(C(=O)C2CCCN(C(=O)c3cc(C4CC4)[nH]n3)C2)c1 (stereo not given)	i	-1	i	4	i	i	i	i	i	-8	i
O=C(c1cc([N+](=O)[O-])ccc1N1CCCCC1)N1CCCC1	i	-2	i	0	i	i	i	i	i	-9	i
O=C(O)c1ccc(Cn2cc(Cl)cn2)cc1	i	0	i	-7	i	i	i	i	i	4	i
COc1ccc(S(=O)(=O)NCCOc2cccc3cccnc23)cc1OC	i	0	i	·	i	i	i	i	·	-6	i

Compound profiles, as listed above. Values in the order: KCNK3 inh	DYRK1A inh	KCNQ1 act	HDAC3 inh	TRPC4 potent	KCNQ1 block	TRPC4 agonist	ANO1 activ	ANO1 block	hERG protect	KCNK9 inh
O=C(c1cc(C2CC2)on1)N1CCN(c2ccccc2)CC1 as listed: i	7	i	2	i	i	i	i	i	-8	i
CCCCCCCOc1ccc(OC(=O)c2ccncc2)cc1 as listed: i	-2	i	-3	i	i	i	i	i	-4	i
C=CCOc1ccc(CN(C)Cc2nc3cc(C(F)(F)F)ccc3c(=O)[nH]2)cc1 as listed: i	·	i	15	15*	i	i	i	i	-16	i

Next part.
SMILES	KCNK3 inh	DYRK1A inh	KCNQ1 act	HDAC3 inh	TRPC4 potent	KCNQ1 block	TRPC4 agonist	ANO1 activ	ANO1 block	hERG protect	KCNK9 inh
O=C1CSC(c2cccc([N+](=O)[O-])c2)N1C1CC2CCC1C2 (stereo not given)	i	13	i	11	i	i	i	i	i	-4	i
COc1cccc(N2CCN(C3CC(=O)N(c4ccc(Cl)c(Cl)c4)C3=O)CC2)c1 (stereo not given)	i	3	i	0	i	i	i	i	i	-15	i
COc1ccc(CCC(=O)NCc2ccccc2Cl)cc1OC	i	2	i	0	i	i	i	i	i	-5	i
O=Cc1ccc(OCC(=O)Nc2ccccc2-c2ccccc2)cc1	i	4	i	2	i	i	i	i	i	-17	i
CC(/C=N/n1c(-c2ccccc2)n[nH]c1=S)=C\c1ccco1	i	16	i	9	i	i	i	i	i	-11	i
Cc1ccc(-n2nc3c4c(cccc4c2=O)-c2ccccc2-3)cc1	i	-1	i	1	i	i	i	i	i	-5	i
CCCN=C1N/C(=C\c2ccco2)C(=O)N1c1ccccc1	i	10	i	4	i	i	i	i	i	-4	i
CCOC(=O)C1C(O)=CC(=O)CC1c1ccccc1 (stereo not given)	i	-5	i	-5	i	i	i	i	i	-1	i
COC(=O)c1ccc(CN2CCC(n3nccc3NC(=O)C3CC3)CC2)cc1	i	-1	i	-5	i	i	i	i	i	-9	i
O=C(CSc1nc2nn(-c3ccccc3)c(=O)c-2c2n1CCCCC2)NCCCc1ccccc1	i	0	i	-4	i	i	i	i	i	-4	i
CCC(CC)C(=O)NCc1ccc(Cl)cc1	i	-3	i	6	i	i	i	i	i	0	i
CC(=O)c1ccc(N2CCN(C(=O)c3ccc4c(=O)n(-c5ccccc5)c(=O)[nH]c4c3)CC2)cc1	i	3	i	5	i	i	i	i	i	-6	i
